Runt-CBFb FRET: Runt domain-CBFb interaction inhibition. Q01196+Q13951. Cerulean-Runt/Venus-CBFb FRET ratio 530/480, 1 h. inhibition, % at 20 µM. 0.46% of 220,000 active;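 active = inhibition over about 50% at 20 µM in the single-dose screen, limit read from the data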;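 also: 0% = DMSO wells and 100% = excess unlabeled CBFb competitor control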
Target sequence (Q01196 whole entry, looked up, the tested form may be a part): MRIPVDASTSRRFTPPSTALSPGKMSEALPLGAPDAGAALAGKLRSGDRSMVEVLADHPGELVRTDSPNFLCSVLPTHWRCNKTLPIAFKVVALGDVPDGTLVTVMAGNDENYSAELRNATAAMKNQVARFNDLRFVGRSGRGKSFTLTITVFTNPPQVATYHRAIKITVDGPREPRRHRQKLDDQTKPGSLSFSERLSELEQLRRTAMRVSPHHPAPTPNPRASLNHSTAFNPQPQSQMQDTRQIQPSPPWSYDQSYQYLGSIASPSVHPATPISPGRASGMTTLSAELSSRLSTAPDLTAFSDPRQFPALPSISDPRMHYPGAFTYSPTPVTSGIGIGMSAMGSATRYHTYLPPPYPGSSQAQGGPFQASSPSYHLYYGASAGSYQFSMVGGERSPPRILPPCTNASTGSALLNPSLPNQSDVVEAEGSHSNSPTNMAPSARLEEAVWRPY
Target sequence (Q13951 whole entry, looked up, the tested form may be a part): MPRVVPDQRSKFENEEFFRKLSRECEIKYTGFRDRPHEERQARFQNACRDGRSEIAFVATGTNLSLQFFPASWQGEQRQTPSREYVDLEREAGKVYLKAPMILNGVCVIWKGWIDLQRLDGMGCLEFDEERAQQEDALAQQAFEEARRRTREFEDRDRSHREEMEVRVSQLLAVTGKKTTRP
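Assay system: Cerulean-tagged RUNX1 Runt domain (FRET donor) fusion protein / Amount: 100 nM each of Venus-CBFb and Cerulean-Runt domain / Medium: Tris buffer pH 7.5 with salts and BSA / Also added: Venus-CBFb 100 nM / Schedule: 1 h complex formation plus 1 h compound treatment, room temperature / Signal: FRET fluorescence / Read-out: loss of energy transfer signal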
TbHK1 inh: T. brucei hexokinase 1 inhibition | recombinant TbHK1, G6PDH-coupled NADH A340 | inhibition, % at 10 µM | 0.11% of 220,000 active | AID 1430;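 active = inhibition of 50% or more in the single-dose primary screen; inactive = inhibition below 50%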
Hck Nef HTS: inhibitors of human Hck kinase activated by Nef. P08631. Recombinant Hck-YEEI plus Nef, Z-Lyte FRET kinase assay. inhibition, % at 20 µM. 0.68% of 220,000 active. AID 463187;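 active = Hck-Nef kinase inhibition above about 50%, limit read from the data; inactive = inhibition below that limit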;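 also: 0% = DMSO with Hck plus Nef and 100% = Hck alone without Nef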
zVAD death inh: L929 zVAD cell death inhibition | viability rescue, % at 10 µM | 0.38% of 220,000 active | AID 1377 | L929 zVAD necroptosis rescue, ATP luminescence, 24 h; with zVAD 60 µM;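 active = activation, scaled between plate controls, above about 75%, limit read from the data; inactive = activation under that limit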;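 also: 0% = zVAD with DMSO and 100% = DMSO alone without zVAD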
NCF1 inh: p47phox (human) inhibition. inhibition, % at 24.7 µM. p47phox/p22phox peptide binding, fluorescence polarization, 2 h. P14598. 0.53% of 220,000 active;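 active = inhibition above about 30%, limit read from the data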;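 also: 0% = p47phox with labelled peptide and 100% = labelled peptide alone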
Runt-SMMHC FRET: blocks binding of human RUNX1 Runt domain to CBFb-SMMHC; 0.74% of 220,000 active; Q01196+Q13951; AID 1434; Cerulean-Runt/Venus-CBFb-SMMHC FRET ratio 530/480, 1 h; inhibition, % at 20 µM;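 active = mean inhibition across duplicate retests at 20 µM reaching about 50%, limit read from the data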;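 also: 0% = DMSO wells and 100% = wells with excess untagged CBFb-SMMHC; inhibitors lower the FRET ratio by blocking Runt binding to CBFb-SMMHC; some results filed as inactive read as strong as hits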
14-3-3 Bad inh: disrupts binding of bovine 14-3-3 zeta to phospho-Bad peptide | inhibition, % at 21.7 µM | P63103 | AID 781 | TR-FRET 14-3-3zeta/Dy647-pBad peptide displacement, 1 h | 0.71% of 220,000 active;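 active = inhibition above about 70%, limit read from the data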;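 also: 0% = full 14-3-3 plus peptide FRET controls and 100% = background without 14-3-3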
Target sequence (P63103 whole entry, looked up): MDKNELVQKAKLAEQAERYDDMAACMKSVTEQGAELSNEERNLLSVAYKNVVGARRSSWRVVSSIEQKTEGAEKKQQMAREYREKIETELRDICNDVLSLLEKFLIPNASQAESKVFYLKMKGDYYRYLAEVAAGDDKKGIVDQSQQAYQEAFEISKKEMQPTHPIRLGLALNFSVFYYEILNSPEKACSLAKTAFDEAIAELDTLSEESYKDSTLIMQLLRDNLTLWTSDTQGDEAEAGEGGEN
MDM2 E3 inh: inhibitors of human Mdm2 E3 ubiquitin ligase. Q00987. cell-based MDM2 ubiquitination luciferase reporter, 2 h; 0 = plate control, 100 = twice control, blank-subtracted. signal enhancement, % at 5 µM. 0.11% of 210,000 active. AID 1230;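 active = signal enhancement of 30% or more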;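 also: luminescence tracks abundance of the self-degrading MDM2-luciferase fusion protein; higher signal means inhibition of MDM2 E3 ligase activity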
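Material: stable MDM2–luciferase fusion reporter cells / Quantity: 2000 cells/well / Dosing: single 5 µM compound dose, 0.2% final DMSO / Buffer or medium: DMEM / Schedule: 4 h cell settling then 2 h compound exposure, 37 °C / Detection: luminescence with SteadyLite reagent, 15 min at room temperature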
EBV gp42 block: blocks Epstein-Barr virus glycoprotein 42 binding. inhibition, % (tested at 21.74 µM). 0.42% of 220,000 active. Fluorescence polarization binding assay, mP read-out; in the data active = inhibition above about 50%
* marks the source's active call; other numbers are inactive results; x = not tested or not shown; [ ] = another dose, or the depositor's remark.

SMILES | Runt-CBFb FRET | TbHK1 inh | Hck Nef HTS | zVAD death inh | NCF1 inh | Runt-SMMHC FRET | 14-3-3 Bad inh | MDM2 E3 inh | EBV gp42 block
CC(C)n1c(-c2ccccc2)nc(=S)c2c1CCCC2 | -2.2 | -40.0 | 5.3 | x | -8.4 | 1.6 | -5.0 | -0.4 | -22.5
Cc1ccc2nc(COc3ccc(N(C)S(=O)(=O)c4ccccc4)cc3)cc(=O)n2c1 | 2.8 | -1.0 | 20.9 | -0.3 | 2.8 | 7.6 | -18.5 | -1.6 | 26.5
CCOc1nc(C)nc(NC(=O)NS(=O)(=O)c2ccccc2Cl)n1 | 3.1 | 4.7 | 6.2 | -0.1 | -3.7 | 1.3 | -5.9 | -9.5 | -20.3
O=C(NCC(c1cccnc1)N1CCN(c2ccc(F)cc2)CC1)OCc1ccccc1 (centres undefined) | 6.1 | -11.6 | -1.3 | -0.3 | -5.1 | -1.9 | 29.3 | -9.0 | -2.0
CCN(CC)CCn1c(O)c(N=O)c2ccccc21 | 1.2 | -12.4 | 1.3 | 0.0 | -0.3 | -0.3 | 5.1 | -12.7 | -19.1
CCOC(=O)c1c(C)[nH]c(C)c1C(=O)CSc1nc2ccccc2c(=O)n1-c1ccc(C)cc1 | -0.3 | 0.5 | -46.3 | -1.5 | -25.3 | 5.0 | -18.9 | 28.8 | -11.4
COc1ccc(C(=O)OCC2CC(c3ccccc3)=NO2)cc1OC (centres undefined) | -0.8 | -4.9 | 0.6 | 0.1 | -6.9 | -6.6 | -7.6 | -1.8 | -3.4
Cc1cc(O)c(C2(C(F)(F)F)NCCNC2=O)cc1C (centres undefined) | 0.0 | -5.5 | 11.4 | 0.9 | 3.3 | -4.6 | -3.8 | -13.2 | -8.5
O=C1c2cccc3cccc(c23)C(=O)N1CCN1CCN(C(=S)Nc2ccccc2)CC1 | -2.4 | 3.5 | 2.3 | 0.0 | 4.5 | -0.9 | -29.8[fluorescence artefact?] | 5.3 | -22.1
CC(=O)NC(=S)Nc1cccc2c(C)cc(C)nc12 | 1.3 | -0.4 | 30.7 | -0.8 | -0.9 | -1.0 | -14.3 | 2.4 | -3.4
COc1ccc(NC(=O)c2ccc(C(=O)Nc3ccc(OC)cc3OC)cc2)c(OC)c1 | x | 0.1 | -15.9 | 1.6 | 1.8 | -3.5 | -7.5 | -4.6 | -5.8
CCCCONc1ncnc2nonc12 | -3.6 | -17.9 | -1.6 | 0.3 | -7.2 | -5.0 | -2.1[fluorescence artefact?] | 5.3 | -11.4

Quoted at random: three compounds from above
SMILES | Runt-CBFb FRET | TbHK1 inh | Hck Nef HTS | zVAD death inh | NCF1 inh | Runt-SMMHC FRET | 14-3-3 Bad inh | MDM2 E3 inh | EBV gp42 block
CCOC(=O)c1c(C)[nH]c(C)c1C(=O)CSc1nc2ccccc2c(=O)n1-c1ccc(C)cc1 | -0.3 | 0.5 | -46.3 | -1.5 | -25.3 | 5.0 | -18.9 | 28.8 | -11.4
CCOc1nc(C)nc(NC(=O)NS(=O)(=O)c2ccccc2Cl)n1 | 3.1 | 4.7 | 6.2 | -0.1 | -3.7 | 1.3 | -5.9 | -9.5 | -20.3
CCN(CC)CCn1c(O)c(N=O)c2ccccc21 | 1.2 | -12.4 | 1.3 | 0.0 | -0.3 | -0.3 | 5.1 | -12.7 | -19.1

Only zVAD death inh (2 entries from above):
| SMILES | zVAD death inh |
| --- | --- |
| Cc1ccc2nc(COc3ccc(N(C)S(=O)(=O)c4ccccc4)cc3)cc(=O)n2c1 | -0.3 |
| CCOc1nc(C)nc(NC(=O)NS(=O)(=O)c2ccccc2Cl)n1 | -0.1 |

The list continues.
SMILES | Runt-CBFb FRET | TbHK1 inh | Hck Nef HTS | zVAD death inh | NCF1 inh | Runt-SMMHC FRET | 14-3-3 Bad inh | MDM2 E3 inh | EBV gp42 block
COc1ccc(-c2cn(-c3cccc(C)c3)c(=O)[nH]2)cc1OC | 0.6 | 2.2 | 19.7 | -0.9 | -9.7 | 2.9 | 4.5 | -14.1 | -3.2
COc1cccc(Cn2cccc(NC(=O)NC3CCCCC3)c2=O)c1 | 1.8 | -0.4 | 2.5 | 0.2 | -2.3 | -2.1 | -0.1 | -3.6 | -7.0
Cc1ccc(C(=O)Cc2nnc(C)s2)cc1 | -1.9 | -1.7 | 0.3 | -0.1 | 6.5 | -1.0 | 7.5[fluorescence artefact?] | -18.1 | 0.8
CCCCCC(=O)N1CC2(CC(c3cccc(NC(=O)COc4ccc(Cl)cc4)c3)=NO2)C[C@@H]1C(N)=O (some centres undefined) | -5.3 | -1.9 | 22.8 | -0.1 | 1.3 | 1.8 | -6.5 | -1.9 | -6.8
CCOC(=O)C1(CC2CCCCO2)CCN(C(=O)Nc2ccc(C)c(C)c2)CC1 (centres undefined) | -1.3 | -1.3 | 0.0 | 1.9 | -7.8 | 1.0 | -3.6 | 11.0 | -4.0
COc1ccc(CCNC(=O)CN(c2ccccc2OC)S(C)(=O)=O)cc1 | 2.1 | 0.5 | 1.0 | -0.2 | -8.9 | -1.5 | 1.4 | -14.4 | -7.5
CCCCNCc1cccn1-c1ccccc1 | -0.9 | 5.1 | 5.3 | -0.3 | -1.0 | 0.2 | 41.2[fluorescence artefact?] | -6.0 | -18.6
O=c1cc(CO)oc(CN2CCN(c3ccccc3F)CC2)c1O | -1.0 | -7.0 | -0.2 | 0.1 | -12.9 | 4.0 | 6.5 | 4.3 | -12.7
CCC(=O)N1CCc2cc(S(=O)(=O)NCCC(=O)N3CC=C(c4ccccc4)CC3)ccc21 | -2.1 | -7.0 | 0.8 | -0.2 | -6.8 | -6.8 | -5.0 | -9.0 | 1.2
COc1ccc(NC(=O)CSc2n[nH]c(N)n2)c([N+](=O)[O-])c1 | -0.7 | -2.5 | 1.2 | 0.2 | -12.6 | 0.0 | -5.7 | -16.2 | -27.9
O=C(COC(=O)CCC(=O)c1cccs1)Nc1cc(S(=O)(=O)N2CCOCC2)ccc1Cl | -0.6 | -5.5 | -1.1 | 0.1 | 3.9 | 0.4 | -6.2[fluorescence artefact?] | -14.2 | -11.2
O=C(O)CC(CC(=O)Nc1ccc(Oc2ccccc2)cc1)c1ccccc1 (centres undefined) | 1.9 | -10.1 | 13.6 | 0.3 | -11.1 | -1.1 | -7.0 | -2.5 | -7.0
CCOc1ccc(CN(C)CC(=O)c2c(N)n(Cc3ccccc3)c(=O)n(CC)c2=O)cc1OC | 0.1 | 7.1 | 1.2 | -0.2 | -11.1 | 4.1 | -1.7 | 16.2 | -15.4
Cc1cccc(NC(=S)NNC(=O)c2csc3c2CCC(C)C3)c1 (centres undefined) | 2.5 | 12.2 | -3.3 | 1.2 | -9.6 | 3.7 | -16.3 | -12.1 | -0.5
COc1cc(C(=S)N2CCCC2)ccc1OC(=O)c1ccc(Cl)cc1[N+](=O)[O-] | 0.3 | -2.8 | -1.2 | 0.1 | 1.1 | -1.1 | -1.5 | -3.6 | -22.5
O=C1Nc2ccc([N+](=O)[O-])cc2OC1CCN1CCOCC1 (centres undefined) | -1.5 | -23.8 | -2.1 | 0.5 | -6.3 | -4.8 | 9.0 | -14.8 | -4.0
NC(=O)c1ccc(N2CCCCCC2)c([N+](=O)[O-])c1 | -1.6 | -2.3 | -26.9 | 1.4 | 0.4 | -2.5 | 0.6 | -7.2 | -3.0
CCOC(=O)C1(CC/C(C)=N\NC(N)=O)CC(C)(C)OC1=O (centres undefined) | 0.1 | 0.3 | 0.0 | 0.1 | -2.9 | 1.3 | -0.2 | 0.6 | -9.4
CCn1c(=O)[nH]c(=O)c2c(N)c(C(=O)c3ccccc3OC)sc21 | -1.9 | -34.0 | 0.9 | 1.3 | -8.2 | -1.0 | 4.3 | -5.2 | -17.8
Cc1ccc(S(=O)(=O)CCC(=O)OCc2ccccc2)cc1 | -0.1 | -0.7 | 4.4 | 0.9 | 1.7 | -1.1 | -1.3 | -14.4 | 11.9
Nc1nnc(SCC(=O)c2ccc([N+](=O)[O-])cc2)s1 | 13.5 | -11.2 | -27.3 | 3.7 | 5.6 | 2.1 | -5.2 | -4.9 | -4.9
Cc1c2c(n3c(nc4ccccc43)c1C#N)N(CCCN(C)C)CC2 | 100.2* | 2.0 | 54.1* | 40.2 | -8.1 | 90.8* | -14.8 | -1.7 | -11.1
O=C(Nc1ccc(N2CCN(C(=O)c3ccccc3)CC2)cc1)c1ccc(Br)o1 | -1.3 | -9.2 | 0.3 | 3.2 | -12.0 | -1.7 | -0.9 | -31.1 | -14.7
NC(=O)C1(N2CCCCC2)CCN(C(=O)c2ccccc2)CC1 | 1.6 | -5.9 | 1.5 | 1.1 | -10.9 | -0.5 | 2.3 | -22.4 | -4.8
CC(=O)c1cccc(NC(=O)Nc2ccc(C(=O)N3CCOCC3)cc2)c1 | -1.4 | 0.2 | 9.1 | 0.6 | -18.1 | -7.0 | 2.0[fluorescence artefact?] | -2.5 | -16.7
CSc1ccccc1NC(=O)CCc1ccccc1 | 0.4 | -1.7 | 12.0 | -0.3 | -13.2 | 3.5 | -6.9 | -12.1 | -8.7
CCOC(=O)c1c(NC(=O)CN2CCCc3ccccc32)sc(C)c1C | -2.6 | 4.0 | 0.8 | 0.9 | -35.0 | -5.5 | -1.9[fluorescence artefact?] | -23.7 | -20.7
COc1cc(/C=N/Nc2nc(-c3ccc(S(=O)(=O)N(C)C)cc3)cs2)ccc1O | 1.7 | -11.9 | 18.5 | 5.5 | -13.1 | 0.5 | 4.9 | -16.7 | -11.0
Cc1ccccc1NC(=O)CN1C(=O)NC(C)(CCc2ccccc2)C1=O (centres undefined) | 0.3 | 3.2 | -5.0 | 1.6 | -4.5 | -3.4 | -7.2 | -10.9 | -2.2
CCN1CCN(C(=O)CSc2nc(N)cc(N)n2)CC1 | 2.2 | -2.9 | 7.8 | 0.3 | -5.7 | -1.1 | -4.6 | -19.1 | 2.3
Cn1c(=O)n(Cc2ccccc2)c(=O)c2c1nc1n2CCN1Cc1ccco1 | -1.6 | -12.5 | 5.7 | 1.4 | -7.5 | -1.2 | 8.8 | -7.8 | -3.3
COCCn1c(=S)[nH]c2ccccc21 | 0.3 | -11.3 | 25.2 | 1.2 | 2.5 | 1.9 | -13.0 | -27.9 | -15.9
COc1ccc(/C=N/NC2=NCCCCC2)cc1 | 1.8 | -17.1 | 4.4 | 0.0 | 6.2 | -4.3 | 7.0[fluorescence artefact?] | -17.8 | -5.9
COCCN1C(=O)/C(=C/c2ccc(N3CCCC3)cc2)SC1=S | -23.0 | -7.4 | 19.6 | 1.3 | -29.6 | -45.8 | -6.7 | -21.7 | -0.2
Cc1cc(NC(=S)N(Cc2ccc(Cl)cc2)Cc2ccc(C(=O)O)cc2)ccc1Cl | -7.1 | -1.2 | 28.6 | 1.7 | -14.6 | -3.6 | -17.4 | -7.6 | 7.3
CCOc1ccc2oc(C(=O)NC(C)(C)CC)c(C)c2c1 | -1.5 | 1.8 | 18.1 | 3.5 | -12.4 | -0.5 | 3.3 | 1.0 | -17.0
CCCN(CCC)CCCOC(=O)c1ccc(Cl)cc1Cl | 2.3 | 8.6 | -0.4 | 0.4 | 1.0 | 11.6 | 11.2 | 0.8 | -5.2
CCOc1ccc(-c2csc(NNC3=NCCCCC3)n2)cc1 | 7.8 | -4.8 | 13.4 | 0.3 | -7.0 | -0.3 | -4.1 | -3.5 | -19.2
C/C(=C\c1ccccc1)C(=O)NCCc1ccccc1 | -1.1 | 6.2 | 19.7 | 28.1 | 1.6 | -1.2 | -10.8 | -21.2 | 6.5

Source: PubChem BioAssay (several laboratories)
